# Compound activity from PubChem BioAssay.
# aSyn yeast inh – rescues yeast growth from alpha-synuclein toxicity | Yeast expressing alpha-synuclein, growth rescue, BacTiter-Glo, 24 h | Potency, µM (top dose mostly 46.1 µM), inactives show top-dose growth rescue (activation), actives largely listed as activators | actives 0.14% (n = 370,000); also: potency is read from the fitted curve at half-maximal effect; % of control where 0% means no effect; nearly all actives have a fitted effect of over 65% in size
#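 Galactose-induced alpha-syn yeast (OD600=0.02, raffinose-pregrown) + pinned cpd, 24 hr, 30 deg C; growth by BacTiter-Glo luminescence. Growth restoration scores as activation.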
# Abeta yeast res – A-beta toxicity reversal in yeast. Potency, µM (doses to about 46.1 µM), for inactives: at the top dose growth rescue, usual class: activators. actives 0.063% (n = 410,000). yeast expressing A-beta42, growth rescue, OD600, 48 h; response scale: 0% DMSO, 100% iron-clioquinol control. AID 1347071; also: potency is read from the fitted curve at half-maximal effect; nearly all actives have a fitted effect of over 55% in size
#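 Yeast A-beta toxicity model in growth medium with pinned compounds, 48 h at 30 C; growth read as absorbance at 600 nm. Normalized to FeCl3/clioquinol equimolar mix (positive) and DMSO (negative).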
# GLP1R inv ag – acts as inverse agonist at human GLP-1 receptor | P43220 | HEK293 GLP-1R CRE-luciferase, luminescence, 24 h; GLP-1R form is constitutively active | Potency, µM (highest dose often 38.3 µM), without a hit: at the top dose activity change, negative = inhibition, hits mostly inhibitors | actives 1.6% (n = 410,000); also: potency is read from the fitted curve at half-maximal effect; % is scaled to controls: 0 for no effect and ±100 for the full control effect; nearly all actives have a fitted effect of over 55% in size
# Target sequence (P43220 whole entry, looked up): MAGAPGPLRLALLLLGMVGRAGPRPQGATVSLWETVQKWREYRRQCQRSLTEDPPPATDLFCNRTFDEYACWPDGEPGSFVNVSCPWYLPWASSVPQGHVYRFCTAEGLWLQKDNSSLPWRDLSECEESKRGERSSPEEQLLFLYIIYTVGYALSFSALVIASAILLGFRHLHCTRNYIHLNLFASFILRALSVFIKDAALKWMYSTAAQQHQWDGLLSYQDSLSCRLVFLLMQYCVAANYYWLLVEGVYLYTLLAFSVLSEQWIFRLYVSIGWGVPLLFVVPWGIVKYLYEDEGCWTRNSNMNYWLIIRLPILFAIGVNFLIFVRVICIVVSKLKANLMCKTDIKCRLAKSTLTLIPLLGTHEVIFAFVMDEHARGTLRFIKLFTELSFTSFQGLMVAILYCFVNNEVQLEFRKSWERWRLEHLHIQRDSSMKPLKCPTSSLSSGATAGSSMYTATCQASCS
#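 Readout was luciferase luminescence, measured 12 min after detection reagent at room temperature. Beforehand, GLP-1R reporter HEK293 cells had sat 12 h, then received compounds for 24 hr at 37 deg C.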
# FUS yeast rescue – rescues growth of FUS-expressing yeast. Potency, µM (series often up to 76.6 µM), without a hit: top-dose growth rescue (activation), most hits filed as activators. S. cerevisiae FUS-expressing, growth rescue, OD600, 24 h. actives 0.24% (n = 390,000). AID 1347120;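 also: potency is read from the fitted curve at half-maximal effect; plate controls were DMSO vehicle for no effect and reference control for full effect; nearly all actives have a fitted effect of over 55% in size; some results filed as inactive show a strong effect at the top dose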
#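 Galactose (2%) drives FUS expression in yeast precultured in raffinose; seeding density OD 0.005. Test compounds incubated 24hr at 30C and 99% humidity before absorbance at 600 nm was measured.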
# PTHR1 ag – agonists of human PTHR1 parathyroid hormone receptor; Q03431; HEK293 GP2 PTHR1 cells, GloSensor cAMP luminescence, 1 h; Potency, µM (top dose mostly 115 µM), without a hit: at the top dose activation, hits mostly activators; actives 0.075% (n = 410,000); AID 743266; also: potency is read from the fitted curve at half-maximal effect; nearly all actives have a fitted effect of over 55% in size; some results filed as inactive show a strong effect at the top dose; inactives centre near -15; many of its hits are not listed in these tables
# Target sequence (Q03431 whole entry, looked up): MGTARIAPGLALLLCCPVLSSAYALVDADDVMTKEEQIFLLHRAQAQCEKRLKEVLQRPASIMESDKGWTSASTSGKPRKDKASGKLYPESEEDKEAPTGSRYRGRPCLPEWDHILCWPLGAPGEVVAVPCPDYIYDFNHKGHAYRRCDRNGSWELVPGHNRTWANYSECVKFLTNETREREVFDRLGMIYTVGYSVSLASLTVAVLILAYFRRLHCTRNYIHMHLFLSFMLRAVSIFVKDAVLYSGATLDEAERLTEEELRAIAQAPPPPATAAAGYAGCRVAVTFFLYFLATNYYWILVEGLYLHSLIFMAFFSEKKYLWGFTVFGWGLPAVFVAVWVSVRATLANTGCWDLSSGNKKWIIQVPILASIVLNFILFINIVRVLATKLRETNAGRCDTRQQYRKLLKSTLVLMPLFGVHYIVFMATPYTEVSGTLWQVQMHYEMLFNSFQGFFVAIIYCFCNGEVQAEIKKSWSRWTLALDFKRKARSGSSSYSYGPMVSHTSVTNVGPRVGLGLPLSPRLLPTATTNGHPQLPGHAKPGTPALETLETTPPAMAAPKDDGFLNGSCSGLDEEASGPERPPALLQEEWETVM
#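 HEK-293-derived GP2 cells expressing PTHR1 and a GloSensor cAMP reporter, 3,000/well, plated overnight, given luciferin plus IBMX (each 0.5 mM as added) for 1 h at 37 °C, then compound for 1 h at 37 °C. Luminescence was read after 15 min at room temperature.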
# GLP1R ag – activates the human GLP-1 receptor; HEK293 GLP-1R CRE-luciferase, luminescence, 4-6 h; cells express a hypersensitive GLP-1R form; Potency, µM (highest dose often 45.6 µM), inactives show at the highest dose activation, most hits filed as activators; actives 0.007% (n = 380,000); AID 624172; also: potency is read from the fitted curve at half-maximal effect; % of control where 0% means no effect
# pAkt inh – Akt phosphorylation inhibition. Neuro2A IGF-stimulated pAkt S473 HTRF, 20 min; active compounds read low. activity change, % for hits at 50 µM. actives 0.32% (n = 360,000). AID 651550; in the data active = activity change below about -80%; inconclusive = mostly about -51% to -80%; also: % is scaled to controls: 0 for no effect and ±100 for the full control effect
#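 Single-point screen (50 µM final compound) in Neuro2A cells stimulated 20 min with 6 nM IGF at 37 deg C. After lysis, Ser473-phosphorylated Akt read by HTRF (ex 330 nm, em 615/665 nm) as the 665/615 ratio.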
# TDP43 rescue – TDP-43 toxicity inhibition in yeast; Potency, µM (doses to about 46.1 µM), for the others: at the highest dose growth rescue (activation), actives largely listed as activators; TDP-43 expressing yeast growth rescue, BacTiter-Glo, 24 h; actives 1.8% (n = 410,000); AID 652104; also: potency is read from the fitted curve at half-maximal effect; % of control where 0% means no effect; nearly all actives have a fitted effect of over 50% in size
#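 Growth rescue of TDP-43-toxic yeast measured as ATP luminescence (BacTiter-Glo). Cells grown to mid-log in raffinose, induced in galactose at OD600=0.02, exposed to compound 24 hr at 30 deg C.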
# DRD3 antagonist – D3 dopamine receptor (human) antagonism; actives 2.5% (n = 360,000); D3R cells, DiscoveRx beta-arrestin luminescence, antagonist mode; active compounds read low; max response, negative = inhibition, %; AID 652054; in the data active = max response below about -50%; inconclusive = no clear call, values can overlap the other calls; also: % is scaled to controls: 0 for no effect and ±100 for the full control effect; mostly tested at two doses, the higher about 12 µM
#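 Cells expressing the human receptor were seeded at 1500 cells/well, incubated overnight at 37 degrees C in 5% CO2, then exposed to library compounds with dopamine controls for 90 minutes at 37 degrees C before luminescent detection.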
# Numbers without * were called inactive; i = inactive; ? = inconclusive; . = no result given; [ ] = remark or other dose. Unless noted, calls follow the shape of the dose curve; as a rule, active = well fitted curve in the direction sought with a large enough effect; inconclusive = small, poorly fitted or top-dose-only effect, or another doubt; inactive = no such curve, though single readings can be large; an effect the other way counts as inactive or inconclusive.
SMILES,aSyn yeast inh,Abeta yeast res,GLP1R inv ag,FUS yeast rescue,PTHR1 ag,GLP1R ag,pAkt inh,TDP43 rescue,DRD3 antagonist
O=C(O)c1sc2cc(C(F)(F)F)cnc2c1-c1cccs1,3%,-7%,4%,-5%,i,0%,i,-3%,7
Cc1ccc2nc3c(cc2c1)c(NC(=O)c1ccccn1)nn3CC(C)C,.,-5%,5%,-17%,i,-8%,.,-14%,11
O=C(O)CC(NC(=O)Cc1ccccc1)c1ccccc1 (stereo unspecified),12%,-12%,18%,-16%,i,-1%,i,-3%,-25
CC1(c2ccccc2Cl)NC(=O)N(CC(=O)N2CCN(S(=O)(=O)c3ccccc3)CC2)C1=O (stereo unspecified),3%,-9%,-11%,15%,i,-11%,i,18%,9
Cc1cc2n(n1)CCCN2C(=O)Nc1ccc(C)c(Cl)c1,.,6%,2%,17%,i,.,.,?,.
CCOC(=O)C1CCN(S(=O)(=O)c2ccccc2)CC1,-1%,-1%,0%,-11%,i,4%,i,4%,3
O=C(COC(=O)C12CC3CC(CC(O)(C3)C1)C2)NCCc1ccc(Cl)cc1,0%,0%,-17%,-17%,27%,-5%,i,6%,-13
C=CCn1c(Cc2ccccc2)n[nH]c1=S,1%,9%,14%,-3%,i,2%,i,22%,3
O=C(CN1CCN(Cc2ccc(F)cc2)CC1)Nc1nc2ccccc2s1,6%,-17%,?,6%,-35%[inhibitor],6%,i,-6%,2
CC(C)N1CC(COc2ccccc2Cl)OC1=O (stereo unspecified),-1%,-10%,6%,-9%,-8%,8%,i,7%,2
O=C(Nc1ccc(/C=C/c2nc3ccccc3o2)cc1)c1ccc(F)cc1,-6%,13%,13%,10%,-1%[57.5 µM],-4%,i,8%,21
Cc1ccc(OCC(=O)Nc2ccccc2OCc2cc(=O)n3ccccc3n2)cc1C,.,-13%,4%,-2%,6%,.,.,0%,.
COCCn1cnc2c1c(=O)n(Cc1cc(C(C)=O)ccc1OC)c(=O)n2Cc1ccccc1,1%,12%,9%,32%,i,18%,i,7%,10
COc1cc(C(c2c(C)[nH][nH]c2=O)c2c(C)[nH][nH]c2=O)ccc1OC(C)C,8%,-17%,0%,.,-18%,-38%,i,19%,4
Cc1cc(C(=O)Cn2nc(C(=O)O)c3ccccc3c2=O)c(C)n1-c1ccccc1,-10%,5%,-7%,.,-24%,5%,i,-6%,-13
Cc1noc(C)c1S(=O)(=O)N1CCC(C(=O)N2CCN(c3ccccc3Cl)CC2)CC1,13%,?,-29%,27%,-11%,-5%,i,22%,11
Cc1cc(Cl)ccc1Oc1cccc(C(=O)/C(C#N)=C/N(C)C)c1,-5%,-10%,-19%,25%,-6%[57.5 µM],0%,i,-14%,9
C=CCNC(=O)c1sc(-c2ccccc2)nc1C,-7%,10%,1%,-7%,-12%,17%,i,0%,4
CC1Cc2ccccc2N1C(=O)c1ccc(N2CCCCC2)c([N+](=O)[O-])c1 (stereo unspecified),4%,5%,?,.,-19%,-4%,i,21%,9
O=C(CN1C(=O)NC2(CCCCC2)C1=O)Nc1ccc2c(c1)OCCCO2,1%,-7%,8%,-17%,i,11%,i,23%,-1
CC(=O)N1CCOc2ccc(S(=O)(=O)NCc3ccccc3Cl)cc21,5%,6%,-3%,34%,-7%,11%,i,-1%,-6
CCc1nn(Cc2cccc(F)c2)c(=O)c2cc3cc(C)ccc3n12,.,-17%,14%,1%,-5%,.,.,10%,.
COc1ccccc1CNC(=O)COC(=O)/C=C/c1ccc2c(c1)OCO2,3%,-1%,15%,.,-6%,8%,i,19%,20
COC(=O)C1(C)NC(c2ccc(C)cc2)C2C(=O)N(c3ccc(F)cc3)C(=O)C21 (stereo unspecified),-8%,-2%,17%,-7%,-24%,-5%,i,-7%,3
CCOc1ccccc1C(=O)N/N=C/c1ccoc1,-1%,10%,0%,-10%,-19%,-2%,i,-5%,2
# Next section
SMILES,aSyn yeast inh,Abeta yeast res,GLP1R inv ag,FUS yeast rescue,PTHR1 ag,GLP1R ag,pAkt inh,TDP43 rescue,DRD3 antagonist
Cc1nnc2n1N=C(c1ccccc1)CS2,13%,-7%,4%,-35%,i,-4%,i,11%,2
C#CCNC(=O)C[C@@H]1C[C@@]2(C(=O)OC)CCCCC=C2N(Cc2ccco2)C1=O,7%,-6%,2%,-1%,-17%,2%,i,0%,7
COCCN(Cc1ccccc1)C(=O)c1cccc(S(=O)(=O)N2CCCc3ccccc32)c1,2%,-8%,?,36%,-28%,-1%,i,33%,-3
COc1ccc(Oc2coc3cc(OC(=O)/C=C/c4ccc(F)cc4)ccc3c2=O)cc1,2%,-6%,16%,3%,i,0%,i,-21%,11
CCOc1cc(CNC(=O)c2ccccc2NC(=O)c2nsc3ccccc23)ccc1OC,.,-7%,-8%,4%,-21%,.,.,12%,.
COc1ccc(OC)c(NC(=O)C2=C(C)NC(=O)NC2c2cccs2)c1 (stereo unspecified),-3%,0%,6%,11%,i,1%,i,-24%,-2
O=c1[nH]c2cccc(Cl)c2n(CCNc2ncc(C(F)(F)F)cc2Cl)c1=O,3%,11%,?,9%,-42%[inhibitor][57.5 µM],0%,i,30%,28
Cc1cc(C)c2c(=O)n(CC(=O)Nc3cccc(F)c3)sc2n1,-34%[inhibitor],-23%,7%,7%,i,-5%,i,13%,?
CNC(=O)c1ccc(NC(=O)CC23CC4CC(CC(C4)C2)C3)cc1,-1%,-29%,?,14%,4%,7%,i,-21%,-17
CCN(CC(=O)Nc1c(F)cccc1F)C(=O)c1cc([N+](=O)[O-])ccc1N1CCOCC1,-2%,12%,3%,4%,-16%,-7%,i,0%,-7
CC(=O)N(c1ccc(Br)cc1)C1C=CS(=O)(=O)C1 (stereo unspecified),-2%,-13%,6%,-27%,-25%,-3%,i,7%,-21
O=C(NNC(=O)C1CCCO1)c1ccccc1Cl (stereo unspecified),-1%,-5%,6%,-14%,0%[57.5 µM],5%,i,?,7
Cc1cc(-c2ccc(C)c(S(=O)(=O)N3CCCC(C)C3)c2)on1 (stereo unspecified),.,-13%,?,43%,-93%[inhibitor],.,.,29%,.
Cc1ccc2ccccc2c1C(O)c1ncc(-c2ccc(Cl)cc2)[nH]1 (stereo unspecified),12%,-11%,?,23%,i,-2%,i,7%,-13
CCC(C(=O)NCc1ccco1)N(C(=O)CNS(=O)(=O)c1ccccc1)C1CCCCC1 (stereo unspecified),3%,9%,11%,3%,i,-4%,i,-19%,11
O=C(NC(Cc1c[nH]c2ccccc12)C(=O)N/N=C/c1cccc2ccccc12)c1cccs1 (stereo unspecified),?,11%,?,?,-23%,8%,i,24%,-28
COCCN(C(=O)COC(=O)CC1CCCCC1)c1c(N)n(Cc2ccccc2)c(=O)[nH]c1=O,0%,4%,6%,25%,i,1%,i,-2%,-24
CCN(CC)S(=O)(=O)c1ccc(N2CCCC2)c(NC(=O)c2ccc(OC)cc2OC)c1,6%,22%,?,39%,-1%,24%,i,.,25
O=C(CN1C(=O)C2(SCC(=O)N2c2cccc(F)c2)c2ccccc21)NCCc1ccccc1 (stereo unspecified),-7%,-1%,4%,1%,-7%,-2%,.,10%,.
Cc1ccc(-c2nc3ccccn3c2Nc2ccccc2)o1,-16%,0%,?,31%,i,12%,i,9%,3
O=C(NCc1ccccc1)c1ccc2c(c1)N(Cc1ccccc1)C(=O)c1ccccc1S2(=O)=O,.,6%,-23%,26%,i,.,.,?,.
CCN1CCN(c2nc3sc4c(c3c3ncnn23)CC(C)CC4)CC1 (stereo unspecified),10%,-6%,?,4%,i,?,i,-8%,?
COc1ccc(CCNC(=O)C(=O)NCCC2CCCCN2S(=O)(=O)c2ccccc2)cc1 (stereo unspecified),2%,4%,-4%,15%,-49%[inhibitor],0%,i,0%,-7
CCOC(=O)N1CCN(C(=O)CCc2nc3sc4c(c3c(=O)[nH]2)CCCC4)CC1,.,.,-7%,.,-10%,0%,i,.,-5
CCOC(=O)c1ccc(Nc2c(OCC)c(=O)c2=O)cc1,-5%,14%,-11%,18%,-18%,-1%,i,-3%,9

# The closing 3 entries of the part before open the next one:
SMILES,aSyn yeast inh,Abeta yeast res,GLP1R inv ag,FUS yeast rescue,PTHR1 ag,GLP1R ag,pAkt inh,TDP43 rescue,DRD3 antagonist
COc1ccc(CCNC(=O)C(=O)NCCC2CCCCN2S(=O)(=O)c2ccccc2)cc1 (stereo unspecified),2%,4%,-4%,15%,-49%[inhibitor],0%,i,0%,-7
CCOC(=O)N1CCN(C(=O)CCc2nc3sc4c(c3c(=O)[nH]2)CCCC4)CC1,.,.,-7%,.,-10%,0%,i,.,-5
CCOC(=O)c1ccc(Nc2c(OCC)c(=O)c2=O)cc1,-5%,14%,-11%,18%,-18%,-1%,i,-3%,9
c1ccc(-n2nnnc2-n2ccnc2)cc1,0%,-16%,4%,-13%,i,4%,.,-16%,-3
CCc1ccc2nc(SCC(=O)N3CCCCC3)c(C#N)cc2c1,0%,7%,?,38%,-1%[57.5 µM],9%,i,9%,?
COc1ccccc1OC1OC2COC(c3ccco3)OC2C(O)C1NC(C)=O (stereo unspecified),3%,8%,8%,.,i,-1%,i,2%,0
O=C(CSc1nnc(-c2ccccc2F)o1)Nc1ccc(N2CCOCC2)cc1,0%,-14%,28%,-22%,-1%,2%,i,12%,18
Cc1cc(C)n(CC(=O)NC2CCCN(Cc3ccc(Cl)cc3)C2)n1 (stereo unspecified),3%,-15%,?,6%,-28%,-4%,i,-3%,-1
Cc1ccc(C)c(NC(=O)CN2CCN(C3CCCCC3)C(=O)C2=O)c1,.,-9%,12%,-19%,-3%,.,.,10%,.
COc1ccc(S(=O)(=O)Nc2nncs2)cc1,1%,7%,-3%,-1%,i,-8%,i,7%,-4
COCCN1C(=O)/C(=C2/C(=O)N(CC(=O)Nc3ccccc3Cl)c3ccccc32)SC1=S,-2%,4%,-6%,.,-17%,-10%,i,19%,6

# An excerpt. The share of hits here may be higher or lower than overall.
